# GALR2 blocker – GALR2 antagonists in receptor-expressing cells, primary screen; AID 828, 2007; inhibition, % at 4 µM; antagonist mode; 140,000 tested, 0.39% active; in the data active = inhibition above about 27%;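 also: cells stimulated with galanin 1-16 at roughly its EC80; 0% = agonist challenge control and 100% = basal control without agonist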
# Target sequence (O43603 whole entry, looked up): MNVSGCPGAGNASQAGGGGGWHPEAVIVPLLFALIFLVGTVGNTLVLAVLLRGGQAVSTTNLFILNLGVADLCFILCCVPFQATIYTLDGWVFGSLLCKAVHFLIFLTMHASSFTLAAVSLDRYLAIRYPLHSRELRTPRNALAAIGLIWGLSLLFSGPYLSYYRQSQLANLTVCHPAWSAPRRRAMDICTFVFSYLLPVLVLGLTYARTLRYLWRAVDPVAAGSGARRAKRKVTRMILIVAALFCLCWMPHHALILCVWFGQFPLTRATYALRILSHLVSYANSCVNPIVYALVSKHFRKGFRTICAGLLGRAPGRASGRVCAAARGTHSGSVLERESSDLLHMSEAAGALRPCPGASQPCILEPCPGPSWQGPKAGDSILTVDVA
# E-sel TNF inh – E-selectin induction blockers in HUVEC – imaging, immunofluorescence, high content, primary screen; 120,000 tested, 0.71% active; HUVEC TNFa-induced E-selectin immunofluorescence; inhibition, % at 2 µM;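 active = inhibition above the batch mean plus 3 SD, and confirmed as a hit on visual image review, cut at about 43% in these data; inconclusive = passes the inhibition cutoff but fails visual image review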;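 also: 0% = TNF-stimulated DMSO wells and 100% = unstimulated control wells; not every result past the cut was called active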
# NPY Y2 blocker – NPY-Y2 receptor antagonists, primary screen, cell-based. Neuropeptide Y receptor type 2 (Homo sapiens), P49146. inhibition, % at 2.7 µM. 140,000 tested, 0.99% active. NPY-Y2 expressing cells, antagonist mode. AID 793, 2007; in the data active = inhibition above about 17%;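 also: 0% = vehicle with agonist challenge and 100% = reference antagonist with challenge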
# Target sequence (P49146 whole entry, looked up): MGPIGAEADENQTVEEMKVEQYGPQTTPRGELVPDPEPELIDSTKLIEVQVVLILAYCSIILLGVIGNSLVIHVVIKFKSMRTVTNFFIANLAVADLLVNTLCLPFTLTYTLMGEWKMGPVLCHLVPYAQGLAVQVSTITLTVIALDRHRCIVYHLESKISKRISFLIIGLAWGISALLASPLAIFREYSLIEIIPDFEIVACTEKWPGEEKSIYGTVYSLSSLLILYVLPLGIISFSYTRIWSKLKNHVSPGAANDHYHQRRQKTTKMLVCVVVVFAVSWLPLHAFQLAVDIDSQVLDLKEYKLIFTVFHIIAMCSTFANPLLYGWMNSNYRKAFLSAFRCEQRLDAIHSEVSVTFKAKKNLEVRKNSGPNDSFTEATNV
# Measles CPE – compounds protecting cells from measles virus cytopathic effect, primary screen, measles RdRp inhibitor project, single point, MLSMR library, absorbance. protection (pct of control), % at 4 µM. 140,000 tested, 1.5% active. Measles virus-infected cells, CPE protection. AID 841, 2007; in the data active = protection mostly above about 24%, no sharp cut-off; inactive = mostly below about 26%; also: some compounds called inactive have numbers as strong as hits
# HCT116 PTEN-null – growth suppression of PTEN-null HCT116, primary screen, cell-based, CellTiter-Glo. HCT116 PTEN-null viability, 60 h; stronger effect = lower value. viability, % at 10 µM. 140,000 tested, 1.2% active;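 active = viability at or below a set limit, 4 SD under the median of all tested compounds, cut at about 3.7% in these data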;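 also: PTEN knockout HCT116 line with beta catenin targeted HCT116 as companion control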
# MRP-1 activ – H69AR viability gain despite doxorubicin, primary screen, MRP-1 activator project, H69AR cells, CellTiter-Glo; viability rescue; viability increase, % at 10 µM; 140,000 tested, 0.61% active; AID 799, 2007;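 active = viability gain under doxorubicin at or above a set limit, the compound median plus 3 SD, cut at about 4.7% in these data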;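 also: MRP-1 overexpressing cells given doxorubicin 25 µM after compound pretreatment; 18-22 h compound pretreatment then 72 h with doxorubicin before readout; 0% = doxorubicin-only wells and 100% = vehicle-treated cells without doxorubicin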
# bCat KO growth – primary screen for growth suppressors in beta-catenin knockout HCT116 cells (colon tumor, human) | HCT116 beta-catenin knockout viability, CellTiter-Glo, 60 h; stronger effect = lower value | AID 818, 2007 | 140,000 tested, 1.5% active | viability, % at 10 µM;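 active = viability at or under a set limit, the compound median less 4 SD, cut at about 6% in these data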;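 also: 0% = Hyamine 1622 control at 20 µM and 100% = untreated cell control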
# Yeast life ext – compounds extending yeast replicative lifespan, primary screen, S. cerevisiae, OD615. S. cerevisiae growth with nicotinamide; deaD strain in restrictive glucose medium. inhibition of the nicotinamide effect, % at 10 µM. 130,000 tested, 0.68% active. AID 775, 2007;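 active = inhibition above a set limit, placed 3 SD over the median of all compounds, cut at about 26% in these data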;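 also: 0% = nicotinamide-treated wells and 100% = cells grown without nicotinamide; some compounds called inactive have numbers as strong as hits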
#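 Test system – modified budding yeast, DeaD strain · Compound – single dose 10 µM compound, 0.25% DMSO · Times – culture preincubation 4 h, compound exposure 48 h, both 30 °C · Detection – optical density (absorbance) at 615 nm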
# Phagocytosis inh – inhibitors of macrophage phagocytosis, primary screen, imaging, J774A.1 cells, IgG beads. 110,000 tested, 0.07% active. J774A.1 macrophage IgG-bead phagocytosis. AID 1029, 2008. inhibition, % at 5 µM;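 active = inhibition above the mean of the plate negative controls plus 5 SD, cut at about 13% in these data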;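 also: phagocytic index as fraction of beads internalized from green versus red external bead signal; plate controls were DMSO negative control for no effect and cytochalasin-D positive control for full effect; some results beyond the cut were filed as inactive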
# Yeast growth inh – growth inhibitors of yeast BB579 in restrictive medium, primary screen, yeast lifespan-shortening project, S. cerevisiae. inhibition, % at 10 µM. 140,000 tested, 0.51% active. OD615, 48 h;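 active = inhibition above a set limit, 3 SD over the mean compound inhibition, cut at about 44% in these data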; also: inactives centre near -24
#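 Test system: DeaD yeast strain BB579 / Buffer or medium: restrictive glucose-based CSMM-D medium / Doses: single 10 µM dose / Schedule: 4 h cell preincubation, 48 h compound exposure, 30 °C humidified / Technique: culture absorbance at 615 nm / Controls: amphotericin B positive control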
# Numbers without * were called inactive; ? = inconclusive; / = not tested or not shown.
SMILES,GALR2 blocker,E-sel TNF inh,NPY Y2 blocker,Measles CPE,HCT116 PTEN-null,MRP-1 activ,bCat KO growth,Yeast life ext,Phagocytosis inh,Yeast growth inh
CC1N(O)C(c2ccc(Cl)cc2Cl)N(O)C1(C)C (configuration not stated),9,-6,3,7,89,-0.3,86,-10,/,5
COC(=O)c1c(NC(=O)CSc2nnc(-c3ccco3)n2C)sc(C)c1C,3,34,0,19,90,-3.8,93,/,/,-44
CC(C)=C1C2CCC1C1C(=O)N(c3nc(-c4ccccc4)c(C)s3)C(=O)C21 (configuration not stated),5,-18,5,14,87,-2.8,95,9,-4,-17
CN=CC1=C(O)c2ccccc2C1=O,-2,/,3,13,100,-0.4,97,-14,2,-22
COc1c(F)c(F)c(C(=O)Nc2ccccc2N2CCN(C(=O)C(C)C)CC2)c(F)c1F,13,8,7,48,71,-3.4,70,-23,0,-10
CCCOc1cccc(C(=O)N(Cc2ccc(OC)c(OC)c2)C2CCS(=O)(=O)C2)c1 (configuration not stated),-7,11,9,10,96,-1.4,86,-9,-1,-44
O=c1c2c(nc3nc[nH]n13)CCC2,-3,2,4,6,94,-0.2,103,1,4,-22
c1ccc2[nH]c(CSc3nc4ccccc4s3)nc2c1,7,-11,2,5,84,-1.1,76,-9,-1,-72
O=C(CSc1nnnn1-c1ccccc1)NC1CCCc2ccccc21 (configuration not stated),-7,29,6,12,92,0.1,95,3,-5,-25
O=c1[nH]cnc2cc(-c3ccccc3)sc12,1,?,1,12,71,-4.5,83,-27,1,-14
Cc1ccc(N=C2S/C(=C\c3cn(CC(=O)O)c4ccccc34)C(=O)N2C)cc1,-3,/,0,6,93,-2.7,98,4,-2,-17
CCC1(CC)C(=O)NC(=O)NC1=NCCc1c[nH]c2ccccc12,9,-22,1,6,100,-0.3,80,0,-3,-66
COc1cccc(C(=O)Nc2ncc3c(n2)CC(C)CC3=O)c1 (configuration not stated),2,-16,0,7,94,-2.0,92,-25,0,-28
O=C1c2cccnc2C(O)N1Cc1ccc(F)cc1 (configuration not stated),9,-15,-3,6,98,-0.6,101,/,/,-37
CCN(CCNC(=O)C1CCCN(S(=O)(=O)CC)C1)c1ccccc1 (configuration not stated),7,/,0,5,95,-1.5,100,-15,0,-26
O=C(CN(Cc1ccccc1)C(=O)CSc1nnc(COc2ccccc2)o1)NC1CCCC1,-2,18,2,5,71,0.3,70,/,/,-30
CNc1nc(Nc2ccc(Br)cc2)nc(N)c1[N+](=O)[O-],7,-29,1,27,84,-3.8,82,-4,-6,-39
COc1cccc2cc(-c3csc(CCn4nc(C)cc4C)n3)c(=O)oc12,-6,9,4,6,73,-0.1,99,-17,1,-45
CCCCN(C(=O)CCC(=O)O)C1CC(=O)N(c2ccc(OCCC)cc2)C1=O (configuration not stated),13,8,-1,14,97,0.7,93,-11,1,-7
Fc1ccccc1CSc1nnc(-c2ccccc2)o1,-2,-1,6,5,72,-2.9,80,-33,1,22
Cc1cc(NC(=O)CSc2nnc(-c3ccoc3C)n2N)no1,-3,-51,1,3,102,-0.8,103,-6,0,-23
CCOC(=O)C(CC)Sc1nc(N)c(NC(=O)c2ccc(OC)c(OC)c2)c(=O)[nH]1 (configuration not stated),0,/,6,13,101,-1.4,89,-7,0,-46
CC(C)NC(=O)c1onc(CSc2ccc(Cl)cc2)c1C(=O)O,-3,28,9,9,95,-0.6,110,-12,/,-11
O=C(Nc1cc(-c2nc3ccccc3s2)ccc1Cl)c1ccc2c(c1)OCO2,-3,-24,0,10,84,-1.4,87,-3,-4,-36
Cc1cc(C)cc(NC(=O)COc2ccc3c(C)c(Cc4ccccc4)c(=O)oc3c2)c1,3,/,4,12,68,-2.1,61,0,-3,11
COCCNC(=O)C1(C)Oc2ccccc2NC1=O (configuration not stated),3,0,3,2,91,-0.2,87,-7,0,-13
Cc1ccc(N2C(=O)c3ccc(C(=O)N4CCN(c5cccc(C)c5C)CC4)cc3C2=O)cc1,11,7,0,5,92,-0.9,77,/,/,-30
CC(C)CNC(=O)C1CCCN1S(=O)(=O)c1ccc(Cl)cc1 (configuration not stated),-7,-8,4,4,85,-0.8,103,2,0,-46
CCOC(=O)c1c(NC(=O)c2cc(C(C)C)on2)sc(C(C)=O)c1C,-3,-11,3,3,40,-2.1,18,-3,-2,-20
O=C1NC(c2cccs2)Nc2sc3c(c21)CCCC3 (configuration not stated),5,16,3,18,65,-4.1,63,-16,0,-67
O=S(=O)(Cc1ccc(Cl)cc1)CC(O)COCc1ccccc1 (configuration not stated),1,18,2,2,87,-1.5,82,-5,-2,-1
COc1cc(C(=O)OC(C)CN2CCN(C)CC2)cc(OC)c1OC (configuration not stated),-3,/,-1,5,97,-2.8,94,-12,0,-4
Brc1ccc(-c2nnc(-c3ccccc3)o2)o1,4,-13,8,4,93,-2.8,98,/,/,-31
O=C(CCC1CCCCC1)Nc1ccccc1-c1ccccc1,-17,-19,2,11,73,-1.7,84,-15,1,1
COc1ccc(/C=C/C(=O)NCCOc2ccccc2OC)cc1,7,9,6,18,97,0.3,96,-5,-7,-37
O=C(c1ccc(Cl)c(S(=O)(=O)Nc2ccccc2C(=O)N2CCc3ccccc3C2)c1)N1CCc2ccccc2C1,6,/,7,11,90,-1.5,91,8,-10,-22
O=C(OC1CCOC1=O)c1ccc2ncsc2c1 (configuration not stated),15,-31,2,6,103,-0.4,96,-6,/,-35
COc1ccc(CCN2CC(O)=C(c3nc(C)cs3)C2=N)cc1OC,-2,-3,0,5,102,-1.1,101,-9,/,-8
CCOC(=O)C1=C(NC(=S)NC(=O)c2ccccc2)c2ccccc2CC1(C)C,-9,-29,3,25,70,-3.1,75,-5,/,-37
COc1ccc(N(C(=O)CS(=O)CC(=O)Nc2ccc(F)cc2)C(C(=O)NC2CCCCC2)c2cccs2)cc1 (configuration not stated),6,-10,0,8,72,-4.4,92,7,-3,-30
COC(=O)c1ccc(CSc2ncnc3c2nnn3-c2ccc(OC)cc2)o1,-1,-37,11,2,87,-2.9,91,-15,0,-47
Cc1cccc(N(CC(=O)NC2CCCCC2)C(=O)CCCC(=O)Nc2ccccn2)c1,-4,2,2,33*,97,-1.9,94,/,/,-30
COc1ccc(-c2noc(-c3cc4ccccc4oc3=O)n2)cc1,-6,14,0,8,91,-2.1,101,-6,/,-18
CC12CCC(C(=O)N(CCC#N)CCC#N)(CC1=O)C2(C)C (configuration not stated),-7,/,2,4,98,-2.7,99,-5,0,-15
Cn1c(Cc2ccccc2)nnc1SCC(=O)c1cccs1,2,24,3,5,102,-0.9,102,0,-1,-10
CCc1ccc(CCC(=O)Nc2ccc(OC)cc2)o1,8,-14,0,4,95,-4.1,90,/,/,-33
CN1CCN(c2nc3c(c(=O)n(C)c(=O)n3C)n2CC(N)=O)CC1,0,7,2,19,102,-1.1,99,-2,1,-34
COc1ccccc1NC(=O)CN1C(=O)NC(C)(C)C1=O,-9,-11,0,9,97,-0.1,104,0,0,-16
CC(=O)Nc1ccc(C(=O)OCc2ccc(Cl)c(Cl)c2)cc1,8,/,1,17,104,1.0,96,0,-6,-8
CN(CCc1ccccn1)C(=O)Nc1ccc(F)cc1,-23,-13,4,8,99,0.1,89,-10,-1,-74
CCOC(=O)C1CCCN(CC(=O)Nc2c(C(=O)OC)[nH]c3ccccc23)C1 (configuration not stated),-6,-12,1,22,85,-1.4,84,-7,-1,-79
N#Cc1cc2ccccc2nc1SCC(=O)Nc1ccccc1N1CCOCC1,3,/,17*,11,73,1.1,84,-11,-3,-28
C=CCn1c(SCC(O)Cn2c3ccccc3c3ccccc32)nnc1-c1ccco1 (configuration not stated),-9,/,5,8,78,-1.1,86,3,-2,-29
CCCCNC(=O)c1nnn(-c2ccccc2)c1N,10,-9,2,13,95,0.3,97,-10,/,15
CN=Cc1nc(-c2ccccc2)oc1O,6,-21,1,18,95,-2.0,94,/,/,-4
COc1cc(C(=O)NCC(c2cccnc2)N2CCN(C)CC2)cc(OC)c1OC (configuration not stated),-5,/,7,3,97,-0.3,94,-8,/,-44
CC(=O)NS(=O)(=O)c1ccc(N=c2ssc3c2-c2ccc(C)cc2NC3(C)C)cc1,3,/,-2,14,96,0.6,94,-2,-2,-12
O=S1(=O)CC(N2CCOCC2)c2ccccc21 (configuration not stated),7,-11,-3,9,107,-0.1,96,2,2,-24
O=[N+]([O-])c1ccc(Cl)c(C2Nc3cccc4cccc(c34)N2)c1,17,-57,-1,18,78,-1.3,80,-8,-3,-51
O=C(CCN1C(=O)/C(=C\c2ccccc2Cl)SC1=S)N1CCN(c2ccccc2)CC1,11,58*,0,3,46,-4.6,36,-3,-1,-19

# Single records, from the list above.
# `CC(=O)NS(=O)(=O)c1ccc(N=c2ssc3c2-c2ccc(C)cc2NC3(C)C)cc1` in the list: GALR2 blocker = 3; E-sel TNF inh = /; NPY Y2 blocker = -2; Measles CPE = 14; HCT116 PTEN-null = 96; MRP-1 activ = 0.6; bCat KO growth = 94; Yeast life ext = -2; Phagocytosis inh = -2; Yeast growth inh = -12
# `C=CCn1c(SCC(O)Cn2c3ccccc3c3ccccc32)nnc1-c1ccco1` (configuration not stated) in the list: GALR2 blocker = -9; E-sel TNF inh = /; NPY Y2 blocker = 5; Measles CPE = 8; HCT116 PTEN-null = 78; MRP-1 activ = -1.1; bCat KO growth = 86; Yeast life ext = 3; Phagocytosis inh = -2; Yeast growth inh = -29

# (next part)
SMILES,GALR2 blocker,E-sel TNF inh,NPY Y2 blocker,Measles CPE,HCT116 PTEN-null,MRP-1 activ,bCat KO growth,Yeast life ext,Phagocytosis inh,Yeast growth inh
COc1ccccc1N(C)S(=O)(=O)c1ccc(C(=O)N(CC(N)=O)C(C)C)cc1,0,-19,-1,18,88,-2.7,85,-5,1,2
Cc1ccc(S(=O)(=O)N2CCOCC2)cc1C(=O)NCc1ccc2c(c1)OCO2,3,-2,-1,2,97,-2.3,93,-4,0,-2
COc1ccc(S(=O)(=O)Nc2cc([N+](=O)[O-])ccc2OC)cc1,18,10,2,11,30,-3.1,34,5,-1,-38
CCOc1cc(C(=O)NCCN2CCOCC2)cc(OCC)c1OCC,-2,-10,0,22,106,4.5,94,-2,/,-11
COc1ccc(S(=O)(=O)N2CN(CCc3ccc(OC)c(OC)c3)c3nc4ccccc4nc32)cc1,-4,/,2,8,81,3.3,86,3,-8,-26
NNc1ncnc2c1cnn2-c1ccccc1,-5,6,1,18,77,1.9,76,-13,0,-1
CC(=O)c1c(C)n(CCO)c2ccc(O)cc12,-6,12,3,1,105,0.1,102,-6,/,-48
C/C(=N/NC(=O)CSc1ccccn1)c1ccc([N+](=O)[O-])cc1,17,/,0,10,107,5.4*,94,2,/,12
